Compound activity as filed in PubChem BioAssay.
CF NFkB block: inhibitors of cystic fibrosis induced NF-kB. 0.86% of 360,000 active. KKLEB NF-kB-GFP reporter, PAF-induced, GFP fluorescence overnight. inhibition, % at 5 µM;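 active means at least 50% inhibition at 5 µM, scaled per plate between neutral and stimulator controls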;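 further: PAF is a Pseudomonas aeruginosa culture filtrate used as stimulus; plate controls were PAF-stimulated DMSO wells for no effect and unstimulated DMSO wells for full effect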
Peg3 prom inh: inhibitors of Peg3 promoter | HeLa PEG-Prom luciferase reporter, luminescence, overnight | inhibition, % at 20 µM | 1.7% of 360,000 active;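 active means inhibition of at least 50% at 20 µM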
MITF TRPM1 inh: MITF TRPM1 promoter inhibition in SK-MEL-5 cells; 0.83% of 330,000 active; inhibition, % at 12.5 µM; SK-MEL-5 TRPM1 promoter luciferase, 24 h;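 active means mean inhibition across replicates of 60% or more, whatever share of single replicates reaches that level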; further: values of inactives mirror those of a sister screen read the other way
NR2E3 ag-1: agonists of human NR2E3 nuclear receptor; 0.35% of 360,000 active; CHO-S Gal4-NCOR/VP16-NR2E3 two-hybrid, luciferase; AID 602229; inhibition of corepressor binding, % at 3.98 µM;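 active means inhibition above the mean of all tested compounds plus 3 SD, cut at about 70% in these data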;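 further: 0% = DMSO with NR2E3 transfected cells and 100% = cells lacking NR2E3 construct; higher means lower luciferase signal from less NR2E3 corepressor binding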
Target sequence (Q9Y5X4 whole entry, looked up, the tested form may be a part): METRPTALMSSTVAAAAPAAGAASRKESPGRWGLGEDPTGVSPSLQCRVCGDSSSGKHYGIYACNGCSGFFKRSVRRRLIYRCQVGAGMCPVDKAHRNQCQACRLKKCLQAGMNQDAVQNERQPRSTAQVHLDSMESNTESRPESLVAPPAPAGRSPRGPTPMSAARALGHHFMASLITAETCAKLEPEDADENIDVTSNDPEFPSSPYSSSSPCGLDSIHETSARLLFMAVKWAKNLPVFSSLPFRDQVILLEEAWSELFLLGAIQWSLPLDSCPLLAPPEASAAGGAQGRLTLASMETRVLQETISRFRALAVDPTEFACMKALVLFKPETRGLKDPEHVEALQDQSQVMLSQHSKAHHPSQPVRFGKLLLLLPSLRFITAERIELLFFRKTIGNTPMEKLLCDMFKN
C8 TRAIL sens: sensitizes caspase-8 expressing cells to TRAIL; 1% of 360,000 active; AID 624354; NB7+C8 cells + TRAIL, ATPlite viability luminescence; inhibition (viability loss, TRAIL sensitization), % at 10 µM;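 active means compounds causing at least 50% loss of cell viability in the single-dose screen, relative to plate controls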
EBV LMP1 NFkB: inhibitors of Epstein-Barr LMP1-induced NF-kappaB reporter; LMP1-induced NF-kappaB luciferase reporter cells, luminescence; 0.69% of 350,000 active; AID 504558; inhibition, % at 12.5 µM; in the data active means inhibition above about 41%;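 further: 0% = neutral control wells and 100% = reference inhibitor control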
NR2E3 ag-2: NR2E3 (human) agonism. Q9Y5X4. GST-NR2E3/biotin-RetCOR TR-FRET, 1536-well. inhibition of corepressor binding, % at 4.78 µM. 0.12% of 320,000 active. AID 2300;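 active means percent inhibition above the cutoff of mean plus 3 SD of all tested compounds, set per screening campaign, cut at about 20% in these data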;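 further: 0% = DMSO wells and 100% = biotin wells as full block of FRET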
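Assay system: NR2E3–RetCOR corepressor complex. Quantity: 1.35 nM GST-NR2E3. Buffer or medium: pH 7.5 Tris-based buffer. Reagent: biotinylated RetCOR corepressor at 7 nM final. Schedule: 5 h at 4 °C. Detection: TR-FRET, emission read at 617 and 671 nm. Replicates: one well per compound, singlicate testing.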
Shn3 3UTR inh: reduces Shn3 3'UTR luciferase signal in osteoblasts; Clone20 osteoblast Shn3 3'UTR firefly luciferase, 24 h; inhibition, % at 12.5 µM; 0.52% of 360,000 active; AID 588674;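 active means mean inhibition of at least 75% with every replicate also reaching 75%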;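 further: 0% = median of neutral control wells and 100% = pilot-screen positive control compound; some compounds past the cut are filed as inactive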
hiPSC survival: hiPSC single-cell survival enhancement; ATPlite luminescence; 100% = ROCK inhibitor wells, 0% = DMSO; AID 602274; 0.044% of 360,000 active; survival enhancement, % at 20 µM; in the data active means survival enhancement above about 18%;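 further: cells exposed to compounds for 16 hours before the ATP read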
HIF-2a block: blocks HIF-2a reporter activity; 786-0 RCC cells HIF-2a reporter, luciferase luminescence, overnight; inhibition, % at 18.8 µM; 0.72% of 360,000 active;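 active means inhibition of the luminescence signal of 40% or more relative to plate controls, in a single-dose primary screen at 18.75 µM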
KKLEB cytotox: CF airway cell cytotoxicity counter-screen | KKLEB CF airway cells viability, ATPlite luminescence, overnight; active compounds read low; cells stimulated with P. aeruginosa culture filtrate | activity change (cytotoxicity), % at 5 µM | 0.36% of 360,000 active;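 active means corrected activity change at or below -50% at 5 µM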
* marks the source's active call; other numbers are inactive results; x = no result given.

SMILES	CF NFkB block	Peg3 prom inh	MITF TRPM1 inh	NR2E3 ag-1	C8 TRAIL sens	EBV LMP1 NFkB	NR2E3 ag-2	Shn3 3UTR inh	hiPSC survival	HIF-2a block	KKLEB cytotox
C/C(Cc1ccccc1)=N\NC(=O)CNC(=O)COc1ccccc1	15.0	8.5	9.5	-9.6	-2.1	3.6	-3.1	2.7	2.1	21.1	-9.5
CC(C)CNc1c(N)c(=O)oc2ccccc12	-10.9	7.1	4.6	-9.4	-10.6	6.9	-1.3	4.6	-0.1	-7.7	-7.0
C=CCN(CC=C)CCCOc1ccccc1C(=O)OC	5.2	2.9	3.9	0.4	-2.5	9.0	4.7	-21.2	-2.3	12.1	-6.4
Cc1ccc(S(=O)(=O)NC(=O)C2(C)CCN2C(=O)c2ccccc2CCc2ccccc2)cc1 (configuration not stated)	8.0	16.8	x	-32.8	-17.0	x	x	-17.9	-1.9	9.3	-7.0
CN(CCCN1CCOCC1)C(=O)c1cc(COc2ccc(F)cc2F)on1	2.7	9.3	-27.7	-16.9	-4.9	3.2	0.1	11.1	-0.1	-10.6	-1.7
CCN(CC)C(=O)C1=C(C)N(Cc2ccc(C(C)(C)C)cc2)C(=O)C(CC(=O)NC(c2ccccc2)c2ccccc2)C1 (configuration not stated)	17.1	17.9	x	32.6	6.5	-0.8	x	5.4	5.8	-24.5	-8.7
Cc1cc(C)n(CCNS(=O)(=O)c2ccccc2)n1	-2.1	7.2	-3.7	-15.5	-15.6	3.1	-0.8	5.7	-0.4	7.3	-2.9
O=C(Oc1c(-c2ccccc2Cl)oc2ccccc2c1=O)c1ccc(Cl)cc1	49.9	-53.1	-5.7	-29.5	7.9	-20.6	2.8	-16.0	-0.7	-24.9	-4.1
Cc1cc(=O)n2c(C(=O)Nc3ccc(C(=O)OC(C)C)cc3)c(C(=O)Nc3ccccc3)sc2n1	-1.5	20.3	14.9	-18.0	-4.2	-6.4	8.6	3.5	0.4	0.7	6.1
CCN(CC)c1ccc(NC(=O)Cn2c(C(C)NC(=O)c3ccccc3)nc3ccccc32)cc1 (configuration not stated)	-2.1	78.5*	6.2	-8.0	1.9	-1.5	-3.1	7.2	-2.2	-3.3	-5.1
CC1CC(C)CN(CCCNC(=O)CN2C(=O)COc3ccc(S(=O)(=O)N4CCOCC4)cc32)C1 (configuration not stated)	14.1	4.8	2.3	-8.7	-13.9	5.0	-0.3	-15.6	-0.5	18.2	-3.6
COc1ccc(N(C)S(=O)(=O)c2cccc(C(=O)OCC(=O)N(C)c3ccccc3)c2)cc1	-9.8	28.4	3.5	-20.8	-12.1	0.4	x	21.5	-0.4	13.9	1.0
CCOC(=O)C1=C(C)NC(C)=C(C(=O)OCC)C1C(=O)OCC(=O)N1CCc2ccccc2C1	1.7	-1.9	0.4	-23.2	5.2	-3.7	1.3	7.2	-1.2	15.0	4.8
O=C(CC1c2ccccc2Oc2ccccc21)NCc1ccco1	8.0	21.4	2.6	-4.1	0.4	5.1	-2.2	17.6	0.3	8.7	1.6
O=S(=O)(c1cccc(F)c1)N1CCC(CO)(Cc2cccc(F)c2)CC1	20.1	8.3	19.7	-26.1	-2.0	3.1	3.8	10.3	-1.2	19.5	-4.0
CCCN=C1N(CC)C[C@@H]2[C@@H]3C(=O)N(C)C(=O)[C@@H]3[C@](C)(C(=O)OC)N12	8.2	-6.3	-1.9	11.8	8.7	-11.0	x	-10.5	-1.5	-3.1	0.3
CC1CN(Cc2ccccc2Cl)CC(C)O1 (configuration not stated)	2.2	-25.0	7.9	-24.8	-11.1	-1.8	-0.8	-27.1	16.1	12.0	15.1
CC(=O)c1ccc(N2CCN(c3ncccn3)CC2)c([N+](=O)[O-])c1	15.4	-27.6	-16.9	-22.0	-2.0	-4.5	-7.2	4.9	-0.6	-51.2	-6.0
Cn1c(CSc2nc3ccccc3s2)nnc1SCC(=O)NCCCN1CCOCC1	-3.8	5.5	13.4	6.8	-14.9	-5.8	2.5	-20.1	0.9	4.6	7.7
C#CCNC(=O)C1=C[C@H](C2CCCCC2)[C@@H](CCCO)[C@H](OCC)O1	5.2	-7.6	0.2	-0.9	1.9	3.6	3.9	-11.2	-1.0	11.3	-0.4
CCOC(=O)/C(C#N)=C1\CCCN1CC(N)=S	17.3	9.1	-3.7	-9.5	-7.3	0.7	1.1	-19.1	9.9	7.5	-15.8
CN1CCN(C2=NC3(CCCC3)C(C#N)C(=O)N2)CC1 (configuration not stated)	-6.7	-4.8	3.4	-2.8	-7.5	1.6	0.1	13.2	-2.4	6.6	9.5
Cc1ccc2nc(C)c3c(c2c1)COC3	-7.9	-7.0	-7.0	2.1	-9.5	-8.3	-1.9	-15.2	6.1	-1.0	0.8
CCC(=O)Nc1c(-c2ccccc2Cl)c(=O)c2ccccc2n1CC	10.1	1.0	-5.2	-5.1	-12.0	-2.9	-0.8	7.9	-0.2	8.2	-4.4
O=[N+]([O-])c1ccc(Oc2c(F)c(F)nc(N3CCCC3)c2F)cc1	0.6	19.6	-6.4	-7.5	-8.5	2.0	-2.9	1.7	0.1	17.7	-3.6

Entries of single compounds from above. Screens in order: CF NFkB block, Peg3 prom inh, MITF TRPM1 inh, NR2E3 ag-1, C8 TRAIL sens, EBV LMP1 NFkB, NR2E3 ag-2, Shn3 3UTR inh, hiPSC survival, HIF-2a block, KKLEB cytotox
`Cc1ccc2nc(C)c3c(c2c1)COC3` reads -7.9, -7.0, -7.0, 2.1, -9.5, -8.3, -1.9, -15.2, 6.1, -1.0, 0.8
`Cn1c(CSc2nc3ccccc3s2)nnc1SCC(=O)NCCCN1CCOCC1` reads -3.8, 5.5, 13.4, 6.8, -14.9, -5.8, 2.5, -20.1, 0.9, 4.6, 7.7
`Cc1cc(C)n(CCNS(=O)(=O)c2ccccc2)n1` reads -2.1, 7.2, -3.7, -15.5, -15.6, 3.1, -0.8, 5.7, -0.4, 7.3, -2.9
`CC(=O)c1ccc(N2CCN(c3ncccn3)CC2)c([N+](=O)[O-])c1` reads 15.4, -27.6, -16.9, -22.0, -2.0, -4.5, -7.2, 4.9, -0.6, -51.2, -6.0

Additional entries
SMILES	CF NFkB block	Peg3 prom inh	MITF TRPM1 inh	NR2E3 ag-1	C8 TRAIL sens	EBV LMP1 NFkB	NR2E3 ag-2	Shn3 3UTR inh	hiPSC survival	HIF-2a block	KKLEB cytotox
CC(C)(C)NC(=O)NC(=O)CSc1n[nH]c(-c2ccccc2Br)n1	4.6	0.5	-13.2	-17.3	1.8	1.9	1.2	11.1	1.3	23.6	-3.1
CCCCNS(=O)(=O)c1ccc(NC(=O)C2c3ccccc3Oc3ccccc32)cc1	36.4	-38.0	9.2	-16.1	-6.2	2.2	1.8	-2.8	3.1	-18.9	-41.6
CC(C)c1cc(C(=O)OCC(=O)NC2CCS(=O)(=O)C2)c(O)c(C(C)C)c1 (configuration not stated)	4.8	6.8	x	9.3	-10.8	0.5	x	-26.9	5.9	8.4	7.1
Clc1cccc2sc(N3CCCC3)nc12	-3.8	-99.7	-20.3	-36.7	-16.3	-19.0	-3.2	-36.5	-2.5	-160.5	4.1
COc1cc(C)nc(NC(=O)NC(=O)c2ccc(C(F)(F)F)cc2)n1	1.5	-7.7	-13.3	10.5	15.5	6.1	1.4	-11.2	-0.3	3.9	-1.3
COc1ccc(-c2nc3ccc(Br)cn3c2Cc2cccc(Cl)c2)cc1OC	22.5	0.7	x	-27.1	0.4	x	x	-17.4	0.8	-54.0	-17.6
Fc1ccc(-c2nnsc2Sc2ccccn2)cc1	-5.3	-83.3	-43.1	-0.6	4.8	-6.9	-3.2	-43.5	0.3	-172.5	4.5
O=c1[nH]c(CN2CCN(S(=O)(=O)c3ccc(Cl)cc3)CC2)nc2cc(Cl)ccc12	6.6	23.5	7.5	-6.0	10.6	-3.2	2.0	-12.5	2.3	30.3	-7.2
COC(=O)/C(C#N)=C/c1c(N2CCN(c3ccccc3)CC2)nc2c(C)cccn2c1=O	4.8	22.3	-3.9	-24.7	-3.2	-14.3	x	-18.6	0.1	25.3	-4.3
Cc1ccc(-c2cnc3ccccc3n2)cc1C	-23.7	-101.1	12.8	-137.4	9.0	12.1	-1.7	-3.0	-0.5	-58.0	1.0
Cn1c(C(=O)OCC(=O)NCc2ccco2)cc2sccc21	16.6	10.1	-2.7	3.7	-1.0	-3.8	-0.1	-3.4	0.6	7.9	-1.3
COC(=O)N/N=C1\CCCc2ccccc21	-9.5	-13.0	-7.2	-2.6	-6.2	5.2	1.3	-19.8	2.2	-2.4	7.3
O=C(CCC(=O)c1ccc(F)cc1)NC1CCCN(Cc2ccccc2F)C1 (configuration not stated)	-9.6	9.5	8.5	10.3	0.8	-4.4	1.3	-3.2	0.3	12.2	8.5
COc1ccc(NC(=O)CSc2n[nH]c(C)c2[N+](=O)[O-])cc1	-6.7	8.8	-1.6	0.1	-3.7	-13.3	-0.5	6.7	-0.3	-3.5	-2.0
Cc1cc(C)n2[nH]c(=O)c(N=Nc3ccc(S(N)(=O)=O)cc3)c2n1	-4.7	3.7	6.1	7.3	-0.7	0.4	-7.6	-2.5	2.0	22.1	7.3
Cc1ccc(NCc2n[nH]c(=S)n2-c2ccccc2)c(C)c1	8.7	0.4	x	-7.6	-1.0	0.9	1.5	-8.8	0.5	18.4	6.9
Cc1ccc2ccc(C(Nc3ccccn3)c3ccccc3)c(O)c2n1 (configuration not stated)	0.7	4.5	x	-31.1	-3.5	16.4	-0.7	6.8	-1.5	12.6	7.2
CCOC(=O)C1(Cc2ccccc2C#N)CCCCC1=O (configuration not stated)	-8.3	3.9	-0.7	0.9	-22.0	-4.9	x	9.9	0.4	0.9	-12.4
COc1ccccc1-c1ccc(SCc2cccc(F)c2)nn1	-26.9	-90.0	-18.0	-48.2	-9.7	-18.8	1.6	-32.6	2.0	-176.7	2.4
CCCCn1c(SCC(=O)N2CCCc3ccccc32)nc2c1c(=O)n(C)c(=O)n2C	-1.6	49.9	-7.9	-12.1	8.5	-3.7	7.6	-3.2	-1.9	-5.5	6.8
CC1=C(C(=O)OCC2CCCCC2)C(c2ccccc2F)NC(=O)N1 (configuration not stated)	8.5	13.1	x	-15.4	-1.3	x	-0.9	3.4	-0.8	13.2	-1.0
Cc1cc(C)n(CCNC(=O)c2cc(COc3ccc4ncccc4c3)on2)n1	7.4	0.6	7.8	30.2	29.2	0.7	3.8	27.5	0.3	-8.5	-0.7
Cc1ccc(Nc2cc(C(=O)NCCCN3CCOCC3)c3ccccc3n2)cc1C	9.3	-58.7	-22.3	10.9	9.0	-5.8	5.2	-23.2	-0.7	-111.3	-11.6
CCCCn1c(N)c(N(CCC(C)C)C(=O)CSc2nnc(Nc3ccccc3)s2)c(=O)[nH]c1=O	3.0	-75.1	-16.2	-4.9	19.4	-2.7	2.3	-1.9	-0.7	-38.0	-4.3
COc1ccccc1N1CCN(C(=O)CSc2nc3ccccc3nc2N2CCCCC2)CC1	20.7	12.7	x	-26.6	-5.5	2.1	1.1	11.8	0.3	3.2	-11.6
Cc1n[nH]c(C)c1CCC(=O)N/N=C/c1c(C)[nH]c2ccccc12	9.1	12.9	6.3	-21.2	-11.6	-8.2	-2.1	x	0.0	10.5	1.3

This is a subset; rates above refer to the full screens.
